# Screens (PubChem BioAssay)
# TcdB inh: TcdB glycohydrolase inhibition; inhibition, % at 9.99 µM; 0.24% of 350,000 active; TcdB glycohydrolase enzymatic assay, plate reader; AID 652162; in the data active = inhibition above about 10%
# Numbers without * were called inactive. These rows are one share of the data, so the mix of outcomes need not match the whole.
SMILES,TcdB inh
O=C(C(=O)N1CCN(c2ccccc2)CC1)c1ccncc1,1.4
CO[C@H]1CN(C)C(=O)c2cc(C#N)ccc2OCC[C@@H]2CC[C@@H](OC)[C@H](CN(C)C(=O)[C@@H]1C)O2,-0.9
C[C@@H]1CCCCO[C@H](CN(C)Cc2ccncc2)[C@H](C)CN([C@@H](C)CO)C(=O)c2cc(NC(=O)c3ccccc3)ccc2O1,1.0
CC=Cc1ccc2n(c1=O)C[C@@H]1[C@@H](CO)[C@H](C(=O)NCC)N(Cc3cccc(F)c3)[C@H]21 (mixture of isomers),1.4
COc1ccc(CN(C)C[C@H]2OCCCC[C@@H](C)Oc3ccc(NC(=O)c4ccncc4)cc3C(=O)N([C@H](C)CO)C[C@H]2C)cc1,0.1
COc1ccc(NC(=O)Nc2cccc3c2O[C@H](CN(C)Cc2ccncc2)[C@@H](C)CN([C@@H](C)CO)C3=O)cc1,0.2
COc1ccc(S(=O)(=O)N(C)C[C@@H]2Oc3c(NC(=O)Nc4ccc5c(c4)OCO5)cccc3C(=O)N([C@H](C)CO)C[C@@H]2C)cc1,1.1
O=C(C[C@H]1C[C@@H]2c3cc(NC(=O)C4CCOCC4)ccc3O[C@@H]2[C@H](CO)O1)NCc1ccccn1,-0.6
C[C@@H]1CN([C@H](C)CO)S(=O)(=O)c2ccc(-c3cncnc3)cc2O[C@H]1CN(C)Cc1ccccc1,0.3
C[C@@H]1CN([C@@H](C)CO)C(=O)c2cccc(NC(=O)Nc3ccc(C(F)(F)F)cc3)c2O[C@@H]1CN(C)Cc1ccc(Oc2ccccc2)cc1,0.0
O=C(C[C@@H]1C[C@@H]2c3cc(NS(=O)(=O)c4ccccc4)ccc3O[C@@H]2[C@H](CO)O1)NC1CCCC1,0.6
CC(C)C#Cc1ccc([C@@H]2[C@H]3CN(S(=O)(=O)Cc4ccccc4)CCCCN3[C@H]2CO)cc1,-0.7
O=C(NCC[C@@H]1CC[C@H](NC(=O)C2CC2)[C@@H](CO)O1)Nc1ccc(Cl)cc1,0.7
CCOC(=O)C1=CCC(c2ccccc2)N(S(=O)(=O)c2ccc(C)cc2)[C@H]1CC (some centres not stated),-0.5
C[C@@H]1CN([C@@H](C)CO)C(=O)c2cccc(NC(=O)c3cnccn3)c2O[C@H]1CN(C)CC1CC1,0.0
O=S(=O)(Cc1ccccc1)N1CCCCN2[C@@H](CO)[C@@H](c3ccc(-c4cncnc4)cc3)[C@@H]2C1,-0.4
C[C@@H]1CN([C@@H](C)CO)C(=O)c2cc(NS(C)(=O)=O)ccc2O[C@@H](C)CCCCO[C@@H]1CN(C)C(=O)c1ccncc1,0.1
C[C@@H]1CCCCO[C@@H](CN(C)S(=O)(=O)c2ccc(F)cc2)[C@@H](C)CN([C@@H](C)CO)C(=O)c2cc(NS(=O)(=O)c3ccc(Cl)cc3)ccc2O1,0.9
COc1ccccc1-c1cnc2c(c1)C(=O)N([C@H](C)CO)C[C@H](C)[C@H](CN(C)C(=O)CN(C)C)O2,0.7
CCCNC(=O)N(C)C[C@@H]1Oc2cc(-c3ccccc3)ccc2S(=O)(=O)N([C@@H](C)CO)C[C@H]1C,0.8
COCC(=O)Nc1ccc2c(c1)OC[C@@H](C)N(C(=O)c1cnccn1)C[C@H](C)[C@@H](OC)CN(C)C2=O,0.2
CN(C)CC#Cc1ccc([C@@H]2[C@H](CO)N3C(=O)CN(C(=O)Cc4ccccc4)C[C@@H]23)cc1,0.4
C[C@@H]1CCCCO[C@@H](CN(C)C(=O)Nc2ccccc2)[C@@H](C)CN([C@@H](C)CO)C(=O)c2cc(NC(=O)Nc3ccc(C(F)(F)F)cc3)ccc2O1,0.1
COCC(=O)Nc1ccc2c(c1)C(=O)N(C)C[C@H](OC)[C@H](C)CN(Cc1cccnc1)[C@H](C)CO2,-0.3
C[C@@H]1CN([C@H](C)CO)C(=O)c2cccc(NC(=O)c3ccncc3)c2O[C@@H]1CN(C)Cc1ccc(Cl)c(Cl)c1,-0.7

# An excerpt of the results above, for reference:
SMILES,TcdB inh
O=C(C(=O)N1CCN(c2ccccc2)CC1)c1ccncc1,1.4
CO[C@H]1CN(C)C(=O)c2cc(C#N)ccc2OCC[C@@H]2CC[C@@H](OC)[C@H](CN(C)C(=O)[C@@H]1C)O2,-0.9
C[C@@H]1CCCCO[C@H](CN(C)Cc2ccncc2)[C@H](C)CN([C@@H](C)CO)C(=O)c2cc(NC(=O)c3ccccc3)ccc2O1,1.0

# More compounds follow:
SMILES,TcdB inh
C[C@H](CO)N1C[C@H](C)[C@H](CN(C)C(=O)Nc2cccc3ccccc23)Oc2ncc(-c3cc4ccccc4o3)cc2C1=O,-0.9
COc1ccccc1Cc1c(-c2ccccc2)nc2ccc(C)cn12,1.0
C[C@H]1CN([C@@H](C)CO)S(=O)(=O)c2ccc(-c3cccc(F)c3)cc2O[C@@H]1CN(C)S(=O)(=O)c1ccccc1,0.0
C[C@H]1CN([C@@H](C)CO)C(=O)c2cc(NC(=O)Cn3cnnn3)ccc2O[C@H]1CN(C)S(=O)(=O)c1ccc(Cl)cc1,-3.2
O=C(C[C@H]1C[C@@H]2c3cc(NC(=O)c4ccc5c(c4)OCO5)ccc3O[C@@H]2[C@@H](CO)O1)NCc1ccc(Oc2ccccc2)cc1,0.1
COCC(=O)N1C[C@@H](C)[C@H](OC)CN(C)C(=O)c2cc(NS(C)(=O)=O)ccc2OC[C@@H]1C,0.6
C[C@@H]1CN([C@H](C)CO)C(=O)c2c(c3ccccc3n2C)-c2ccccc2CO[C@@H]1CN(C)Cc1cccnc1,1.1
O=C(C[C@H]1CC[C@H]2[C@@H](COC[C@@H](O)CN2Cc2ccccc2F)O1)NC1CCC1,0.2
CC(=O)N(C)C[C@H]1Oc2ncc(/C=C/c3ccccc3)cc2C(=O)N([C@@H](C)CO)C[C@H]1C,0.9
C[C@@H]1CN([C@H](C)CO)C(=O)Cc2cc(NS(=O)(=O)c3ccccc3)ccc2O[C@@H]1CN(C)Cc1ccc(C(F)(F)F)cc1,-0.1
C[C@@H]1CN([C@H](C)CO)C(=O)c2cc(C3=CCCCC3)cnc2O[C@H]1CN(C)C(=O)c1cccnc1,0.2
C[C@H]1CN([C@@H](C)CO)C(=O)c2c(c3ccccc3n2C)-c2ccccc2CO[C@H]1CN(C)C(=O)c1ccncc1,0.5
O=C(Nc1nccs1)[C@H]1[C@H](CO)[C@H]2Cn3c(cccc3=O)[C@H]2N1C(=O)C1CC1,-1.4
COCC(=O)N1C[C@H](C)[C@@H](OC)CN(C)C(=O)c2ccc(NC(=O)NC(C)C)cc2OC[C@H]1C,0.4
O=C(C[C@@H]1CC[C@@H](NC(=O)NC2CCCC2)[C@@H](CO)O1)NCc1ccc(F)cc1,1.0
COCCNC(=O)C[C@H]1CC[C@@H]2[C@H](COc3ccc(NC(=O)Cc4ccccc4)cc3C(=O)N2C)O1,1.3
COc1cccc(NC(=O)Nc2ccc3c(c2)C(=O)N(C)[C@@H]2CC[C@@H](CC(=O)NCCc4ccccc4)O[C@@H]2CO3)c1,-0.5
C[C@@H]1CN([C@H](C)CO)C(=O)c2cc(NS(=O)(=O)c3ccccc3)ccc2O[C@H]1CN(C)Cc1ccc(-c2ccccc2)cc1,0.7
O=C(O)C[C@H]1C[C@H]2c3cc(NC(=O)C4CCC4)ccc3O[C@H]2[C@@H](CO)O1,0.6
COc1cccc(S(=O)(=O)Nc2ccc3c(c2)OC[C@H](C)N(Cc2ccccc2F)C[C@H](C)[C@@H](OC)CN(C)C3=O)c1,-0.7
C[C@@H]1CN([C@H](C)CO)C(=O)c2cc(NC(=O)Cc3ccccc3)ccc2O[C@@H](C)CCCCO[C@H]1CN(C)S(=O)(=O)c1ccccc1,1.8
CCNC(=O)C[C@H]1CC[C@@H]2[C@H](COC[C@@H](O)CN2C(=O)Nc2ccc3c(c2)OCO3)O1,1.1
C[C@H]1CN([C@@H](C)CO)C(=O)c2cccc(NC(=O)C3CCCCC3)c2O[C@H]1CN(C)S(=O)(=O)c1cccs1,0.7
CCCC(=O)N1CC2(C1)CN(C(=O)CC)[C@H](CO)c1c2c2ccc(OC)cc2n1C,0.6
CC(=O)N(C)C[C@H]1Oc2ncc(C#Cc3cccc(F)c3)cc2C(=O)N([C@@H](C)CO)C[C@@H]1C,2.9
# More compounds.
SMILES,TcdB inh
COCC(=O)Nc1ccc2c(c1)[C@@H]1C[C@@H](CC(=O)NCc3ccccc3OC)O[C@@H](CO)[C@@H]1O2,-0.2
CC(=O)N1[C@@H](CO)[C@@H](c2ccccc2)C12CN(S(=O)(=O)c1ccccc1)C2,0.6
O=C(C1CCCCC1)N1CC(=O)N2[C@H](CO)[C@H](c3ccc(Br)cc3)[C@@H]2C1,1.0
Cc1ccc(S(=O)(=O)N2CC3C(=O)C[C@@H](c4ccccc4)N(S(=O)(=O)c4ccc(CCCOCCOCCNC(=O)OC(C)(C)C)cc4)C3CC2c2ccccc2)cc1 (some centres not stated),0.8
COc1ccccc1CN1[C@@H]2c3ccc(C4=CCCCC4)c(=O)n3C[C@H]1[C@H](CO)[C@H]2C(=O)N(C)C,0.4
Cc1noc(C)c1NC(=O)Nc1ccc2c(c1)CC(=O)N([C@@H](C)CO)C[C@H](C)[C@@H](CN(C)C(=O)Nc1cccc3ccccc13)O2,0.0
COc1ccccc1C(=O)Nc1ccc2c(c1)C(=O)N(C)C[C@H](OC)[C@@H](C)CN(C(C)=O)[C@@H](C)CO2,-0.2
CCCNC(=O)N(C)C[C@@H]1Oc2cc(C#CC(C)C)ccc2S(=O)(=O)N([C@H](C)CO)C[C@H]1C,-0.3
CNC[C@H]1Oc2cc(C#CC(C)C)ccc2S(=O)(=O)N([C@@H](C)CO)C[C@H]1C,-1.2
C[C@@H](NC(=O)C[C@H]1CC[C@@H](NC(=O)Cc2ccccn2)[C@@H](CO)O1)c1ccccc1,-5.9
O=S(=O)(NC[C@@H]1CC[C@@H]2[C@@H](CN2Cc2ccccc2C(F)(F)F)O1)c1ccccc1,-0.8
C[C@H](CO)N1C[C@H](C)[C@@H](CN(C)Cc2ccccc2)Oc2cc(C3=CCCC3)ccc2S1(=O)=O,1.1
O=C(C1CCOCC1)N1CC[C@@H]2[C@H](CO)Nc3ccc(-c4ccc(F)cc4)cc3[C@@H]21,-0.6
COc1ccc(-c2ccc3n(c2=O)C[C@H]2[C@H](CO)[C@@H](C(=O)N(C)C)N(CC4CC4)[C@@H]32)cc1,0.6
C[C@@H]1CN([C@H](C)CO)C(=O)c2cc(NC(=O)Cc3ccccc3)ccc2O[C@@H](C)CCCCO[C@H]1CN(C)C(=O)C1CCCCC1,1.1
O=C(Nc1cccc(Cl)c1)N1C[C@H]2[C@@H](c3ccccc31)[C@@H](CO)N2Cc1cccnc1,-1.5
COc1cccc(C#Cc2ccc3c(c2)O[C@H](CN(C)S(=O)(=O)c2ccccc2F)[C@H](C)CN([C@@H](C)CO)S3(=O)=O)c1,1.2
CCCNC(=O)N(C)C[C@@H]1Oc2ncc(C#CC3CCCCC3)cc2C(=O)N([C@H](C)CO)C[C@H]1C,0.4
O=C(Nc1ccc(F)cc1)N1CCCCN2[C@H](C1)[C@@H](c1ccc(C#Cc3ccccc3)cc1)[C@@H]2CO,-0.4
Cc1ccc(S(=O)(=O)N(C)C[C@@H]2OCCCC[C@@H](C)Oc3ccc(NC(=O)CCC(F)(F)F)cc3C(=O)N([C@H](C)CO)C[C@H]2C)cc1,0.4
C[C@@H]1CN([C@H](C)CO)C(=O)c2cccc(NC(=O)Nc3ccc(C(F)(F)F)cc3)c2O[C@@H]1CN(C)Cc1ccc(C(=O)Nc2ccccc2N)cc1,-0.7
O=C([C@@H]1[C@@H](CO)[C@@H]2Cn3c(ccc(C4=CCCCC4)c3=O)[C@H]1N2)N1CCCCC1,-3.9
C[C@@H]1CN([C@H](C)CO)C(=O)c2cc(Br)cnc2O[C@@H]1CN(C)C(=O)c1ccccn1,0.2
O=C(O)[C@H]1[C@H](CO)[C@H]2Cn3c(ccc(-c4ccccc4)c3=O)[C@@H]1N2S(=O)(=O)c1ccccc1F,-1.1
C/C=C/c1ccccc1[C@@H]1[C@@H](C#N)N(C(=O)NC2CCCCC2)[C@H]1CO,0.0

# Sorted by heavy-atom count (lowest first): part of the list above.
SMILES,TcdB inh
O=C(C1CCCCC1)N1CC(=O)N2[C@H](CO)[C@H](c3ccc(Br)cc3)[C@@H]2C1,1.0
CC(=O)N1[C@@H](CO)[C@@H](c2ccccc2)C12CN(S(=O)(=O)c1ccccc1)C2,0.6
O=S(=O)(NC[C@@H]1CC[C@@H]2[C@@H](CN2Cc2ccccc2C(F)(F)F)O1)c1ccccc1,-0.8
COCC(=O)Nc1ccc2c(c1)[C@@H]1C[C@@H](CC(=O)NCc3ccccc3OC)O[C@@H](CO)[C@@H]1O2,-0.2
CCCNC(=O)N(C)C[C@@H]1Oc2ncc(C#CC3CCCCC3)cc2C(=O)N([C@H](C)CO)C[C@H]1C,0.4
Cc1noc(C)c1NC(=O)Nc1ccc2c(c1)CC(=O)N([C@@H](C)CO)C[C@H](C)[C@@H](CN(C)C(=O)Nc1cccc3ccccc13)O2,0.0

# Next structures.
SMILES,TcdB inh
COc1ccccc1C#Cc1ccc2c(c1)O[C@H](CN(C)C)[C@@H](C)CN([C@@H](C)CO)S2(=O)=O,0.6
COCC(=O)Nc1ccc2c(c1)OC[C@@H](C)N(CCC(F)(F)F)C[C@@H](C)[C@@H](OC)CN(C)C2=O,0.0
CC(C)C#Cc1cnc2c(c1)C(=O)N([C@H](C)CO)C[C@H](C)[C@@H](CN(C)S(=O)(=O)c1cn(C)cn1)O2,-1.0
O=C(Nc1ccc2c(c1)[C@H]1C[C@H](CC(=O)N3CCCCC3)O[C@H](CO)[C@H]1O2)NC1CCCC1,-2.5
O=C(Cc1ccccc1)N1CC2(C1)[C@H](c1ccccc1)[C@@H](CO)N2S(=O)(=O)Cc1ccccc1,0.0
Cc1noc(C)c1NC(=O)N(C)C[C@@H]1OCCCC[C@H](C)Oc2ccc(NC(=O)CCC(F)(F)F)cc2C(=O)N([C@@H](C)CO)C[C@H]1C,-0.3
